High-throughput results as filed in PubChem BioAssay.
IL2 activator = qHTS of IL-2 Activators | IL-2 activation reporter assay, cell-based qHTS; stimulated with anti-CD3/CD4/CD28 beads; in transgenic mouse T cells | activation, % (series mostly up to about 46 µM) | 360,000 tested, 0.065% active | AID 652025, 2013; in the data active means activation above about 50%; inconclusive means mostly about 30% to 49%; further: 0% is about no effect
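Screening format: compound pinned onto unstimulated transgenic mouse T cells, 60 min incubation, then anti-CD3/anti-CD4/anti-CD28 bead stimulation for 18 hours at 37 degrees C, followed by EGFP and DsRed detection.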
PI5P4K alpha inh = qHTS for Inhibitors of phosphatidylinositol 5-phosphate 4-kinase (PI5P4K). AID 652105, 2013. max response, %. 330,000 tested, 1.2% active. PI5P4Kalpha enzyme, ADP-Glo luminescence, 60 min; hits give low values. Phosphatidylinositol 5-phosphate 4-kinase type-2 alpha (Homo sapiens), P48426; active means max response of -50% or lower; inconclusive means between -30% and -50%; inactive means -30% or higher; further: value at the top dose of about 77 µM; on the % scale 0 is the no-effect control and ±100 the full control effect
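Enzyme plus substrate dispensed, test compounds pinned in, then ATP (5 microM final) added. After 60 min at RT, ADP-Glo reagent 1 for 45 min and reagent 2 for 30 min preceded luminescence imaging.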
Abeta rescue = qHTS for compounds that reverse cellular toxicity of Amyloid beta (A-beta) peptide in yeast: Primary Screen | yeast expressing A-beta42, growth rescue, OD600, 48 h; response scale: 0% DMSO, 100% iron-clioquinol control | Potency, µM (series often up to 46.1 µM), inactives show at the top dose growth rescue, actives largely listed as activators | 410,000 tested, 0.063% active | AID 1347071, 2019; further: potency means the concentration at half of the fitted maximal effect; nearly all actives have a fitted effect of over 55% in size
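Yeast A-beta toxicity model in growth medium with pinned compounds, 48 h at 30 C; growth read as absorbance at 600 nm. Normalized to FeCl3/clioquinol equimolar mix (positive) and DMSO (negative).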
WRN inhibitor = qHTS for Inhibitors of WRN Helicase | Potency, µM (titrated, usually from 114 µM), for inactives: at the highest dose activity change, negative = inhibition, usual class: inhibitors | Bifunctional 3'-5' exonuclease/ATP-dependent helicase WRN (Homo sapiens), Q14191 | 360,000 tested, 0.46% active | AID 651768, 2012 | WRN helicase unwinding, fluorescent forked duplex, kinetic; further: potency means the concentration at half of the fitted maximal effect; on the % scale 0 is the no-effect control and ±100 the full control effect; nearly all actives have a fitted effect of over 55% in size
Target sequence (Q14191 whole entry, looked up): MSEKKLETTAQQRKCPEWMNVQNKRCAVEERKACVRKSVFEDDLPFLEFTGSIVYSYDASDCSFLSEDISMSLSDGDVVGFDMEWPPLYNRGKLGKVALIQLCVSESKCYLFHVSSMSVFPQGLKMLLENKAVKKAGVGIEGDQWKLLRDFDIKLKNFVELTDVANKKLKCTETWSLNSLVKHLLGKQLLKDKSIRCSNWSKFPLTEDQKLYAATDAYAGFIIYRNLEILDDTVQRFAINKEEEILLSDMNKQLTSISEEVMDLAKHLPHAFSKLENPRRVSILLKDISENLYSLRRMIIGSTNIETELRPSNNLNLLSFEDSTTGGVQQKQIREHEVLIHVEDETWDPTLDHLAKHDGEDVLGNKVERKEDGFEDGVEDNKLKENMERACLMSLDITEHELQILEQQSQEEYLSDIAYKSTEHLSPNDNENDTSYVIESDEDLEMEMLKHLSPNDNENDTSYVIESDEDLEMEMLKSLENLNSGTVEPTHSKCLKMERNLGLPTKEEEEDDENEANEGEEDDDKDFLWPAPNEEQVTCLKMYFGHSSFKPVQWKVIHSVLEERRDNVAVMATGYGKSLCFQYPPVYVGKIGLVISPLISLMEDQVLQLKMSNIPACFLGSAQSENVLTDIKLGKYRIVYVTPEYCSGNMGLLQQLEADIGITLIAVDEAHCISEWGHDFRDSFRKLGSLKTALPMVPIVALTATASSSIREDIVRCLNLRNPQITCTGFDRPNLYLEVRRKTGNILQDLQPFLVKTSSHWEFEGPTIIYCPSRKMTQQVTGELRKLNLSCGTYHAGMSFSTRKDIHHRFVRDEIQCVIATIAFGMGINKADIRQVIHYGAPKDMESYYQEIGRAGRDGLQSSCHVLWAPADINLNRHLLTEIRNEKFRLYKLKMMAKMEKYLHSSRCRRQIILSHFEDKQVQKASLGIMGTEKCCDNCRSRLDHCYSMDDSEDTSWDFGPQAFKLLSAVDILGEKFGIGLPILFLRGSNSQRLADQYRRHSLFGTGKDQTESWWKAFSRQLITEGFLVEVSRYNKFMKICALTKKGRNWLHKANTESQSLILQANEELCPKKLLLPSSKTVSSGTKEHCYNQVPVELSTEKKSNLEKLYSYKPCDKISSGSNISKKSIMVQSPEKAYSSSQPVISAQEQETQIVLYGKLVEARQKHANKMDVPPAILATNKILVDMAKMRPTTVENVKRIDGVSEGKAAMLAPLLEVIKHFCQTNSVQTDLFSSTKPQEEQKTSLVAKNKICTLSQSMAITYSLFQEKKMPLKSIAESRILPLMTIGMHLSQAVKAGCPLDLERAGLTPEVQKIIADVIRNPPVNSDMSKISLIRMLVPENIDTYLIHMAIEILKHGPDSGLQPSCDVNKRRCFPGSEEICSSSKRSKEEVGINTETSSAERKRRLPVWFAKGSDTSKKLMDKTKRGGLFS
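Fluorescence dequenching readout, ex 525 nm/em 598 nm, kinetic mode: forked duplex DNA (100 nM final) with adjacent fluorophore and quencher unwound by WRN (20 nM final) with 2 mM ATP. Compound preincubation 15 min, room temperature.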
FUS suppressor = qHTS for Suppressors of FUS Proteinopathy: Primary screen using FUS-linked yeast assay; S. cerevisiae FUS-expressing, growth rescue, OD600, 24 h; Potency, µM (highest dose often 76.6 µM), without a hit: top-dose growth rescue (activation), actives largely listed as activators; 390,000 tested, 0.24% active; AID 1347120, 2019;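 further: potency means the concentration at half of the fitted maximal effect; plate controls were DMSO vehicle for no effect and reference control for full effect; nearly all actives have a fitted effect of over 55% in size; some results filed as inactive show a strong effect at the top dose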
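Restored growth of FUS-toxic S. cerevisiae, read as 600 nm absorbance after 24 h at 30C in galactose medium (starting OD 0.005). Controls CP55940 and DMSO.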
PLK1 PBD inh = qHTS for Inhibitors of PLK1-PDB (polo-like kinase 1 - polo-box domain): Primary Screen; Serine/threonine-protein kinase PLK1 (Homo sapiens), P53350; Plk1 PBD binding of FITC phosphopeptide, fluorescence polarization; Potency, µM, inactives show max response, negative = inhibition, most hits filed as inhibitors; 360,000 tested, 2.8% active; AID 720504, 2013; further: potency means the concentration at half of the fitted maximal effect; series mostly up to about 57 µM; on the % scale 0 is the no-effect control and ±100 the full control effect; nearly all actives have a fitted effect of over 65% in size
EPAC1 ag = qHTS for Agonist of cAMP-regulated guanine nucleotide exchange factor 3 (EPAC1): primary screen. Potency, µM (titrated, usually from 154 µM), for the others: at the highest dose activation, hits mostly activators. 360,000 tested, 0.073% active. EPAC1 agonist qHTS, biochemical assay; response scale: 100% = response to 6.5 mM cAMP; further: potency means the concentration at half of the fitted maximal effect; nearly all actives have a fitted effect of over 60% in size
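Nucleotide exchange assay: 100 nM EPAC1 with 250 nM Rap1B loaded with BODIPY-GDP and 50 uM GDP, room temperature. Fluorescence (480/540 nm) read every 5 min for 30 min; signal change normalized to 6.5 mM cAMP as full agonist.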
EPAC1 antagonist = qHTS for Antagonist of cAMP-regulated guanine nucleotide exchange factor 3 (EPAC1): primary screen. Potency, µM (top dose mostly 115 µM), without a hit: at the highest dose activity change, negative = inhibition, actives largely listed as inhibitors. 360,000 tested, 0.14% active. EPAC1 GEF assay, Rap1b-BODIPY-GDP exchange fluorescence. Rap guanine nucleotide exchange factor 3 (Homo sapiens), O95398. AID 720709, 2013;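 further: potency means the concentration at half of the fitted maximal effect; plate controls were vehicle for no effect and positive control for full effect; nearly all actives have a fitted effect of over 50% in size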
* = called active by the depositor; ? = inconclusive; . = no result given; [ ] = remark or other dose. Unless noted, the call rests on the fitted dose curve; in most records, active means well fitted curve in the direction sought with a large enough effect; inconclusive means small, poorly fitted or top-dose-only effect, or another doubt; inactive means no such curve, though single readings can be large; an effect the other way counts as inactive or inconclusive.

1: CC(=O)Nc1ccc(NC(=O)c2ccnn2C)cc1
2: CC(C)(Oc1ccc(Cl)cc1)C(=O)Nc1ccc2oc(-c3ccncc3)nc2c1
3: CCc1ccccc1NC(=O)/C(=C/c1ccco1)c1ccccc1
4: CCN1C(=O)C(Cc2nc3ccccc3c(=O)n2C)c2ccccc21 (stereo not given)
5: CN(C)c1cccc(C(=O)Nc2cccc(S(=O)(=O)NC3=NCCC3)c2)c1
6: O=C(c1nc2ncccn2n1)N1CCN(c2ccc(F)cc2)CC1
7: OCC[C@H]1C[C@@H](O)[C@H](O)[C@]2(Cc3ccccc3O2)O1
8: N#Cc1c(N)c(C#N)c(-c2ccc3c(c2)OCO3)c2c1CCCC2
9: COc1ccc(CN2CCN(Cc3ccon3)CC2CCO)c(C)c1C (stereo not given)
10: Cc1c(C(=O)NCCc2ccc(Cl)cc2)sc2nc3n(c(=O)c12)CCC3
Screen / compound no. | 1 | 2 | 3 | 4 | 5 | 6 | 7 | 8 | 9 | 10
Abeta rescue | 4% | -13% | 6% | -10% | 3% | 6% | 1% | 0% | 19% | -5%
WRN inhibitor | 5% | -8% | -5% | -25%[57.1 µM] | -19% | 97%[activator] | -6% | 2% | 9% | -8%
PI5P4K alpha inh | 2 | 2 | -11 | -8 | -5 | -7 | 3 | -4 | 4 | -3
IL2 activator | -0.2 | 0.1 | 0.3 | -1.4 | -3.4 | 0.0 | -0.3 | 0.6 | -0.3 | -0.9
PLK1 PBD inh | -11% | -7% | -9% | -11% | 0% | -3% | -10% | 0% | -18% | -9%
FUS suppressor | 5% | 0% | 6% | -1% | . | -10% | -18% | . | -7% | 18%
EPAC1 antagonist | -12% | 13% | -14% | -11% | -11% | 13% | -10% | -4% | -8% | -3%
EPAC1 ag | 6% | 2% | 23% | 5% | -6% | 3% | -2% | 5% | -6% | 1%

11: N/C(CC(=O)Nc1ccc(F)cc1F)=N\OC(=O)c1cccs1
12: O=C(NCc1ccc(Cl)cc1)c1cc2ccccc2oc1=O
13: COc1ccc(/C=C/C(=O)NC(=S)NNC(=O)c2cccs2)cc1
14: CC12CCC(=O)N1C(C(=O)Nc1ccc(F)cc1)CS2 (stereo not given)
15: CN(C)CC(C)(C)CNc1ccc(S(=O)(=O)N2CCCC2)cn1
16: COc1ccc(CCNC(=O)CSc2nc3[nH]ncc3c(=O)n2-c2ccc(Br)cc2)cc1OC
17: O=P(O)(O)c1cc(-c2ccccc2)oc1-c1ccccc1
18: c1ccc(-c2csc3ncnc(-n4cnc5ccccc54)c23)cc1
19: CCCN(Cc1ccccc1)C(=S)Nc1ccc(F)cc1
20: CCn1ccnc1CN1CCCC(C(=O)c2ccc3cc(OC)ccc3c2)C1 (stereo not given)
Screen / compound no. | 11 | 12 | 13 | 14 | 15 | 16 | 17 | 18 | 19 | 20
Abeta rescue | -9% | 3% | 15% | 18% | -2% | -5% | 5% | -40%[inhibitor] | 27% | -7%
WRN inhibitor | 11% | -2% | -4% | 4% | 1% | 0% | -9% | -15% | 0% | -26%
PI5P4K alpha inh | -1 | -5 | -13 | 8 | -8 | 1 | -1 | -10 | -1 | 35
IL2 activator | 0.6 | -0.9 | -0.7 | -0.4 | 0.5 | -2.4 | 0.5 | 0.5 | -1.7 | -2.6
PLK1 PBD inh | 1% | -3% | -11% | 1% | -3% | 4% | -20% | 7% | -10% | -5%
FUS suppressor | -26% | 0% | 23% | 12% | 0% | 2% | 22% | 4% | 3% | 13%
EPAC1 antagonist | 0% | -20% | 0% | 6% | 2% | -16% | 5% | -10% | -16% | -18%
EPAC1 ag | 12% | 6% | -7% | 5% | 0% | 1% | 9% | -5% | 9% | -7%

21: O=C(NCc1ccco1)c1cc(S(=O)(=O)N2CCOCC2)c(Cl)cc1Cl
22: COc1ccccc1NS(=O)(=O)c1cccc(C(=O)N/N=C/c2cn(-c3ccccc3)nc2-c2ccccc2)c1
23: CCOc1ccccc1N1CC(C(=O)NNC(=O)c2cc(OC)c(OC)c(OC)c2)CC1=O (stereo not given)
24: Cc1ccc(N2CCN(S(=O)(=O)c3ccc4c(c3)n(C)c(=O)c(=O)n4C)CC2C)cc1 (stereo not given)
25: Cc1ccccc1CN1CCN(C(=O)c2ccco2)CC1
26: Cc1ccc2oc(C(=O)N3CCN(Cc4ncccc4C)CC3)c(C)c2c1
27: Cc1ccc2cc(C(c3nnnn3Cc3ccccc3)N3CCc4ccccc43)c(=O)[nH]c2c1 (stereo not given)
28: COCCn1ccc2c(OCC(=O)NCc3ccc(C)cc3)cccc2c1=O
29: Cc1cc(C)c(S(=O)(=O)Nc2ccc(O)cc2)c(C)c1
30: CN(Cc1ccccc1)Cc1nc2c(c(=O)n(C)c(=O)n2C)n1Cc1ccc(Cl)cc1
Screen / compound no. | 21 | 22 | 23 | 24 | 25 | 26 | 27 | 28 | 29 | 30
Abeta rescue | -11% | -3% | -4% | -6% | -8% | 6% | -11% | 1% | 5% | 4%
WRN inhibitor | -24% | -11% | 3% | 4% | -20% | -16% | -22% | 0% | -2% | -6%
PI5P4K alpha inh | -10 | 0 | 5 | 1 | -9 | -1 | . | -1 | . | .
IL2 activator | -4.6 | -1.3 | 0.8 | -0.4 | -5.2 | -4.9 | 0.3 | -3.1 | 2.4 | -0.5
PLK1 PBD inh | -17% | -1% | 9% | -8% | -3% | -1% | 0% | 3% | 2% | 1%
FUS suppressor | . | ? | . | . | 1% | . | ? | 3% | 5% | -3%
EPAC1 antagonist | -24% | -4% | 10% | 14% | 2% | 12% | -11% | 3% | -19% | 1%
EPAC1 ag | -1% | 8% | 4% | 2% | 4% | 1% | 15% | -5% | -3% | 23%

31: Cc1nc(-c2ccc(F)cc2)c(CC(=O)Nc2cccc(S(=O)(=O)N3CCOCC3)c2)s1
32: CCOC(=O)c1c(C)[nH]c(C(=O)OCC(=O)Nc2cc(C)c(Cl)cc2OC)c1C
33: CON(C)c1nc(OCC#N)nc(N(C)C)n1
34: COC(=O)c1ccccc1NC(=S)NC(NC(=O)COc1ccccc1)C(Cl)(Cl)Cl (stereo not given)
35: Cc1ccc(C2CC(=O)NC(SCC(=O)OCc3ccccc3)=C2C#N)o1 (stereo not given)
36: Cc1cc(NC(=O)CSc2nnc(NC(=O)C3CC(=O)N(c4ccccc4)C3)s2)no1 (stereo not given)
37: CCOC(=O)C1CCCN(C(=O)c2cc3ccccc3oc2=O)C1 (stereo not given)
38: Cc1cc(-c2ccccc2)[nH]c(=O)c1C#N
39: Cc1ccc(NCC(=O)N/N=C/c2cccn2C)cc1
40: O=C(COC(=O)COc1cccc(C(F)(F)F)c1)NC1CCS(=O)(=O)C1 (stereo not given)
Screen / compound no. | 31 | 32 | 33 | 34 | 35 | 36 | 37 | 38 | 39 | 40
Abeta rescue | 3% | 5% | -3% | 14% | 4%[9.22 µM] | 1% | -10% | -8% | -8% | 1%
WRN inhibitor | -5% | -4% | -18%[57.1 µM] | -33% | ? | -6% | 9% | -3% | 4% | -4%
PI5P4K alpha inh | -6 | 7 | -2 | 2 | -9 | -12 | -1 | 0 | 4 | -4
IL2 activator | -1.9 | 3.0 | -2.7 | 1.1 | -5.2 | 1.5 | -0.1 | 0.5 | -3.0 | -1.3
PLK1 PBD inh | -1% | -28% | -5% | ? | ? | 3% | 5% | -5% | -9% | 0%
FUS suppressor | 8% | -2% | -4% | 3% | -22% | . | -34% | 7% | 14% | -21%
EPAC1 antagonist | -2% | 2% | -17% | -18% | -21% | -11% | 27% | 1% | -11% | 8%
EPAC1 ag | 0% | -1% | 5% | -1% | -1% | -2% | -5% | 3% | 7% | -1%

Quoted at random: 5 entries already listed, in no set order.
31: Cc1nc(-c2ccc(F)cc2)c(CC(=O)Nc2cccc(S(=O)(=O)N3CCOCC3)c2)s1
37: CCOC(=O)C1CCCN(C(=O)c2cc3ccccc3oc2=O)C1 (stereo not given)
35: Cc1ccc(C2CC(=O)NC(SCC(=O)OCc3ccccc3)=C2C#N)o1 (stereo not given)
34: COC(=O)c1ccccc1NC(=S)NC(NC(=O)COc1ccccc1)C(Cl)(Cl)Cl (stereo not given)
32: CCOC(=O)c1c(C)[nH]c(C(=O)OCC(=O)Nc2cc(C)c(Cl)cc2OC)c1C
Screen / compound no. | 31 | 37 | 35 | 34 | 32
Abeta rescue | 3% | -10% | 4%[9.22 µM] | 14% | 5%
WRN inhibitor | -5% | 9% | ? | -33% | -4%
PI5P4K alpha inh | -6 | -1 | -9 | 2 | 7
IL2 activator | -1.9 | -0.1 | -5.2 | 1.1 | 3.0
PLK1 PBD inh | -1% | 5% | ? | ? | -28%
FUS suppressor | 8% | -34% | -22% | 3% | -2%
EPAC1 antagonist | -2% | 27% | -21% | -18% | 2%
EPAC1 ag | 0% | -5% | -1% | -1% | -1%

(further entries)
41: COc1ccc(C(=O)NCC2(c3ccc(OC)c(OC)c3)CCCC2)c(OC)c1
42: COc1ccc(Cl)cc1NC(=O)C(C)N1CCN(C/C=C/c2ccccc2)CC1 (stereo not given)
43: CCOC(=O)C1=C(O)C(=O)N(CCCn2ccnc2)C1c1ccc(C)cc1 (stereo not given)
44: Cc1nc(S/C(C(=O)O)=C2/C(=O)Nc3ccccc32)n[nH]1
45: CC(C)C(c1nnnn1C1CCCC1)N1CCCc2ccccc21 (stereo not given)
Screen / compound no. | 41 | 42 | 43 | 44 | 45
Abeta rescue | -6% | -2% | 24% | -4% | 11%
WRN inhibitor | 3% | -13% | 0% | -8% | -7%
PI5P4K alpha inh | 0 | -2 | 1 | ? | 0
IL2 activator | 1.2 | 0.5 | -4.1 | -0.2 | -0.7
PLK1 PBD inh | -7% | -7% | -6% | -4% | -2%
FUS suppressor | 33% | 19% | 1% | -8% | 8%
EPAC1 antagonist | 2% | -21% | 4% | 7% | -2%
EPAC1 ag | 11% | 24% | 6% | 6% | 14%

Hits appear at their usual frequency. About 4.1% of those tested had a hit in this group.
